Screens deposited in PubChem BioAssay by NCI.
All columns: NCI-60 one-dose screen, growth in % after 48 h at 10 µM unless noted; 100 = growth as untreated, 0 = no growth, -100 = all killed.
RPMI-8226 = RPMI-8226 leukemia cells. hit rate 7.5% among 77,000. AID 1794781
A549/ATCC = A549/ATCC NSCLC | hit rate 3.7% among 81,000 | AID 1794740
CCRF-CEM = CCRF-CEM leukemia; hit rate 7% among 77,000; AID 1794778
HOP-62 = HOP-62 NSCLC; hit rate 3.9% among 80,000; AID 1794735
MOLT-4 = MOLT-4 leukemia cells | hit rate 6.9% among 80,000
HOP-92 = HOP-92 NSCLC cells; hit rate 6.3% among 71,000; AID 1794738
M14 = M14 melanoma. hit rate 6.2% among 80,000. AID 1794745
EKVX = EKVX NSCLC; hit rate 3% among 71,000; AID 1794765
Numbers without * were called inactive; . = not tested or not shown; & = joins results of further samples. The calls were made as follows: active = growth percent below 10; inactive = the rest.

SMILES	RPMI-8226	A549/ATCC	CCRF-CEM	HOP-62	MOLT-4	HOP-92	M14	EKVX
Cc1ccc(Cc2cnc(NC(=O)C3COc4ccccc4O3)s2)cc1 (configuration not stated)	96	91	93	90	91	71	75	93
N#Cc1c(-c2ccc(F)cc2)nc2c(N=Nc3ccc(S(N)(=O)=O)cc3)c(N)nn2c1N	40	90	49	79	38	42	91	91
Clc1ccccc1-n1cc(CSc2nnc(COc3cccc4cccnc34)o2)nn1	68	99	68	96	62	79	105	105
O=C(CCN1C(=O)c2ccccc2C1=O)c1ccccc1	96	99	92	106	95	85	128	100
C/C(=N\N=C1\SCC(=O)N1c1cccc(C)c1)c1cc2ccccc2oc1=O	99	111	105	98	108	93	95	100
NC1(C(=O)O)CCCCC1	114	108	106	.	117	99	101	114
Nc1ccc(S(=O)(=O)O)c2cccc(O)c12	106&100	111&94	114&88	100&86	104&83	110&86	101	100&96
COc1cc(/C=C2\CN(S(=O)(=O)c3ccc(C)cc3)C/C(=C\c3cc(CN4CCCCC4)c(O)c(OC)c3)C2=O)cc(CN2CCCCC2)c1O	-39*	-85*	-6.3*	-82*	-24*	-75*	-89*	-81*
COc1cc(/C=C2\C(=N)N=C(SCc3nc4ccccc4[nH]3)NC2=O)cc(OC)c1OC	100	109	107	110	109	.	110	106
Cc1ccc(C(C)C)cc1NC(=O)c1ccccc1O	3.0*	48	24	54	.	-4.4*	43	50
CCCCNC(=S)NS(=O)(=O)c1ccc(CCN2C(=O)/C(=C/c3ccc(F)cc3)N=C2C)cc1	55	97	93	85	80	71	102	85
O=C(O)c1ccccc1-c1c2ccc(=Nc3ccccc3)cc-2oc2cc(Nc3ccc(S(=O)(=O)O)cc3)ccc12	100	96	91	89	89	101	110	92
COc1ccc(C(=O)CC(C#N)c2ccc3c(c2)OCO3)cc1OC (configuration not stated)	95	97	75	93	140	70	103	71
Cc1ccn2c(=O)c(C)cnc2c1	99	93	102	89	98	89	96	92
COc1ccc(-c2cc(C(=O)N3CCN(C(=O)c4ccccc4NCc4cc(OC)c(OC)c(OC)c4)CC3)nc3cc(-c4ccccc4)nn23)cc1	82	91	87	92	85	.	102	100

Structural class: those above with a cyano group.
SMILES	RPMI-8226	A549/ATCC	CCRF-CEM	HOP-62	MOLT-4	HOP-92	M14	EKVX
N#Cc1c(-c2ccc(F)cc2)nc2c(N=Nc3ccc(S(N)(=O)=O)cc3)c(N)nn2c1N	40	90	49	79	38	42	91	91
COc1ccc(C(=O)CC(C#N)c2ccc3c(c2)OCO3)cc1OC (configuration not stated)	95	97	75	93	140	70	103	71

More results.
SMILES	RPMI-8226	A549/ATCC	CCRF-CEM	HOP-62	MOLT-4	HOP-92	M14	EKVX
O=[n+]1c2ccccc2n([O-])c2cc(Cl)ccc21	74	.	-6.4*	77	-30*	.	104	.
O=[N+]([O-])c1cnc(Sc2ccncn2)s1	-64*	96	-32*	92	-42*	-65*	6.8*	62
CCn1cc(C(=O)N/N=C/c2cccs2)c(=O)c2cc(F)c(N3CCNC(C)C3)c(F)c21 (configuration not stated)	-37*	44	67	72	75	54	49	34
Cc1ccc(N/C=C/C(=O)O)nc1	119	105	126	90	106	104	95	90
Nc1nn(C(=O)c2ccncc2)cc1-c1ccc(Cl)cc1	110	102	99	102	104	73	109	91
Nc1nonc1-c1nc2ccccc2n1CC(=O)Nc1ccc2c(c1)COC2=O	99	89	.	84	101	.	73	.
COc1ccc2c(c1)OC(N)=C(C#N)C2c1ccc(F)cc1 (configuration not stated)	6.9*	46	13	41	28	60	14	45
CC(CCCCl)CNC(C)C (configuration not stated)	98	101	.	103	94	.	101	.
O=C(O)CC1SC(=NNc2ncnc3ccccc23)N(c2ccccc2)C1=O (configuration not stated)	109	108	101	97	106	102	99	97
O=C(Nc1ccc(-n2ccc3c(NC(=O)c4ccccc4)ncnc32)cc1)Nc1ccc(Cl)c(Cl)c1	-1.3*	-45*	-10*	8.4*	29	-9.6*	12	27
NC(=O)C12C(=O)NC(=O)C1(C(=O)O)C21CCCC1 (configuration not stated)	95	99	97	110	97	102	105	106
COc1ccc(-c2cc(-c3ccc(Nc4nc(Nc5ccc(Cl)cc5)nc(Nc5ccc(Cl)cc5)n4)cc3)no2)cc1	13	63	39	100	10.0*	-29*	87	76
COc1cc(N)ccc1C#N	95	88	93	95	101	95	94	97
O=C(O)c1ccc(NCn2nc(-c3cc(-c4ccccc4)nc4ccccc34)n(-c3ccccc3)c2=S)cc1	121	90	116	106	106	105	104	107
Cc1ccc(N=Nc2c(Nc3ccccc3)[nH][nH]c2=O)cc1	127	99	109	128	.	91	97	89
CN(C)CSCCO	99	94	99	111	97	110	111	107
CCN(CC)CCOc1ccc(C(=C(C)Cc2ccc(OC)cc2)c2ccc(OCCN(CC)CC)cc2)cc1	-25*	53	3.8*	63	3.6*	20	-54*	84
O=C(CSc1nc(O)c(Cc2ccccc2)c(=O)[nH]1)Nc1ccc2ccccc2c1	73	101	.	103	.	135	94	.
COc1cc(-c2csc(NC(=O)c3cc(-n4cnc(C)c4)cc(C(F)(F)F)c3)n2)cc(OC)c1OC	24	60	24	72	37	6.1*	67	69
C=C(C)[C@@H]1CC[C@]2(C(=O)O)CC[C@]3(C)[C@H](CC[C@@H]4[C@@]5(C)CCC(OC(=O)/C=C/c6ccc(OC)c(OC)c6)C(C)(C)[C@@H]5CC[C@]43C)[C@@H]12 (some centres not stated)	20	26	26	39	25	68	83	50
FC(F)(F)c1cc(CNc2nc(Cl)ncc2Br)cc(C(F)(F)F)c1	71	83	81	90	82	71	94	.
CCCCCCCCCCCCCCCCCCNc1c(Cl)c(N=NC(N)=S)c2ccccc2c1NNC(N)=S	105	110	90	86	80	.	114	51
O=C(c1ccc(Cl)cc1)c1cccc(O)c1	95	94	.	93	102	.	111	102
CN1CCN(Cc2ccc(NC(=O)c3cncc(C#Cc4cnc5ccc(OCC(C)(C)O)nn45)c3)cc2C(F)(F)F)CC1	-28*	-45*	6.1*	-9.7*	5.4*	-19*	.	-31*
CCOC(=O)n1cc(-c2nonc2-c2cn(C)c3ccc(OC)cc23)c2cc(F)ccc21	74	56	81	73	80	71	84	73
OCCN(CCO)C(=S)S	111	94	104	108	121	109	108	96
COc1ccc2c(c1)C(=O)/C(=C/c1ccccn1)CC2	-10*	95	-6.7*	105	21	84	85	93
C/C(=N/N=C(N)N)c1cccc(O)c1	95	102	98	.	96	73	109	100
Brc1ccc(N/N=C/c2ccc(-n3cccn3)cc2)cc1	107	93	102	86	95	111	98	83
O=[N+]([O-])c1cc([N+](=O)[O-])c(NN=C(c2ccc(O)cc2)c2ccc(O)cc2)cc1Cl	67	-71*	82	-91*	53	-70*	-87*	39
CC1=NN(c2cccc(Cl)c2)C(=O)/C1=C\c1cn(C[C@H](O)Cn2c3ccccc3c(=O)c3ccccc32)c2ccccc12	96	88	91	89	.	72	96	99
CC(=O)N1N=C(N)SC1c1ccc(Cl)c(Cl)c1 (configuration not stated)	78	97	92	95	102	89	101	.
O=C(/C=C/c1cc([N+](=O)[O-])ccc1Cl)c1ccccc1	21	92	69	103	78	74	94	85
Cc1cc(Nc2ccc3ccccc3c2)n2ncnc2n1	88	90	97	106	94	156	107	.
Cc1ccc(/C(=N\N=C(N)N)c2ccccc2)cc1	-7.9*	17	14	-30*	13	27	-44*	34
COc1cccc(NC(=O)Nc2ccc(Nc3ncnc4[nH]c(C)c(C)c34)cc2)c1	91	93	86	103	79	104	106	97
O=C(CCCC(=O)N/N=C/c1cc(Cl)ccc1O)N/N=C\c1cc(Cl)ccc1O	27	29	-0.2*	24	-13*	24	13	.
Clc1ccc(C2=NN(c3ccc(Cl)cc3)C(c3ccc(Cl)cc3)C2)cc1 (configuration not stated)	104	100	107	105	95	124	97	.
CCNC(C)(C)C(SSS)c1ccco1 (configuration not stated)	102	99	108	91	82	155	92	96
O=C(CCCCC(=O)N/N=C\c1ccccc1O)N/N=C\c1ccccc1O	50	49	18	39	15	64	21	.
O=C(Nn1c(COc2ccccc2)nc2ccccc2c1=O)c1ccc(Cl)cc1	104	104	112	96	111	96	103	97
CCOC(=O)CO/N=C(C)/C=C/c1ccc(Br)cc1	79	77	92	111	62	.	94	.
COc1cc(OC)c(/C=C/c2ccncn2)c(OC)c1	94	97	95	100	84	101	110	.
Cn1ccnc1C(=O)/C=C/c1ccc(C(=O)Nc2ccc(F)cc2)cc1	-17*	11	2.3*	5.2*	7.9*	11	18	27
COc1cc2c(cc1OC)C(C1CC1)N(S(N)(=O)=O)CC2 (configuration not stated)	99	99	88	84	98	106	94	104

Ordered by molecular weight (low to high): 21 of the compounds above
SMILES	RPMI-8226	A549/ATCC	CCRF-CEM	HOP-62	MOLT-4	HOP-92	M14	EKVX
OCCN(CCO)C(=S)S	111	94	104	108	121	109	108	96
C/C(=N/N=C(N)N)c1cccc(O)c1	95	102	98	.	96	73	109	100
O=C(c1ccc(Cl)cc1)c1cccc(O)c1	95	94	.	93	102	.	111	102
Cc1ccc(/C(=N\N=C(N)N)c2ccccc2)cc1	-7.9*	17	14	-30*	13	27	-44*	34
CCNC(C)(C)C(SSS)c1ccco1 (configuration not stated)	102	99	108	91	82	155	92	96
COc1ccc2c(c1)C(=O)/C(=C/c1ccccn1)CC2	-10*	95	-6.7*	105	21	84	85	93
COc1cc(OC)c(/C=C/c2ccncn2)c(OC)c1	94	97	95	100	84	101	110	.
O=C(/C=C/c1cc([N+](=O)[O-])ccc1Cl)c1ccccc1	21	92	69	103	78	74	94	85
CC(=O)N1N=C(N)SC1c1ccc(Cl)c(Cl)c1 (configuration not stated)	78	97	92	95	102	89	101	.
COc1cc2c(cc1OC)C(C1CC1)N(S(N)(=O)=O)CC2 (configuration not stated)	99	99	88	84	98	106	94	104
CCOC(=O)CO/N=C(C)/C=C/c1ccc(Br)cc1	79	77	92	111	62	.	94	.
Brc1ccc(N/N=C/c2ccc(-n3cccn3)cc2)cc1	107	93	102	86	95	111	98	83
Cn1ccnc1C(=O)/C=C/c1ccc(C(=O)Nc2ccc(F)cc2)cc1	-17*	11	2.3*	5.2*	7.9*	11	18	27
O=C(CCCCC(=O)N/N=C\c1ccccc1O)N/N=C\c1ccccc1O	50	49	18	39	15	64	21	.
COc1cccc(NC(=O)Nc2ccc(Nc3ncnc4[nH]c(C)c(C)c34)cc2)c1	91	93	86	103	79	104	106	97
O=[N+]([O-])c1cc([N+](=O)[O-])c(NN=C(c2ccc(O)cc2)c2ccc(O)cc2)cc1Cl	67	-71*	82	-91*	53	-70*	-87*	39
CCOC(=O)n1cc(-c2nonc2-c2cn(C)c3ccc(OC)cc23)c2cc(F)ccc21	74	56	81	73	80	71	84	73
O=C(CCCC(=O)N/N=C/c1cc(Cl)ccc1O)N/N=C\c1cc(Cl)ccc1O	27	29	-0.2*	24	-13*	24	13	.
CC1=NN(c2cccc(Cl)c2)C(=O)/C1=C\c1cn(C[C@H](O)Cn2c3ccccc3c(=O)c3ccccc32)c2ccccc12	96	88	91	89	.	72	96	99
CCCCCCCCCCCCCCCCCCNc1c(Cl)c(N=NC(N)=S)c2ccccc2c1NNC(N)=S	105	110	90	86	80	.	114	51
CN1CCN(Cc2ccc(NC(=O)c3cncc(C#Cc4cnc5ccc(OCC(C)(C)O)nn45)c3)cc2C(F)(F)F)CC1	-28*	-45*	6.1*	-9.7*	5.4*	-19*	.	-31*

Remaining list, next part.
SMILES	RPMI-8226	A549/ATCC	CCRF-CEM	HOP-62	MOLT-4	HOP-92	M14	EKVX
O=C(O)c1cccc2c1-c1c(cccc1[N+](=O)[O-])C2	99	102	96	97	89	97	.	99
COc1ccc2nc(-c3ccc(Cl)cc3)cc(-c3nnc(SCC(=O)c4ccccc4)n3-c3ccccc3)c2c1	111	83	105	89	92	102	98	95
O=S(=O)(O)C(O)CC=C(C(O)S(=O)(=O)O)C(O)S(=O)(=O)O (configuration not stated)	104	87	98	89	105	83	104	104
Cc1nn(-c2ccccc2)c(Oc2c(Cl)cccc2Cl)c1/C=N/NC(=O)Cn1c(=O)sc2ccccc21	88	75	87	85	55	88	80	85
O=C(c1ccc(O)cc1)[C@@H]1CN[C@]2(C(=O)Nc3ccccc32)[C@H]1c1ccc(F)cc1	97	104	97	104	101	104	.	100
CCCCCCC(=O)C1C(=O)c2ccccc2C1=O	90	106	112	87	111	.	106	90
O/N=C1\C2CC=C(c3ccccc3)C1CCC2 (configuration not stated)	105	99	93	.	81	93	98	97
COc1ccc2cc([C@H](C)C(=O)O)ccc2c1	114	97	98	109	103	66	100	99
O=C(N/N=C\c1cc(Cl)ccc1[N+](=O)[O-])c1ccco1	109	91	102	110	94	.	108	106
Fc1cc(-c2nnc3n2NC(=Nc2cc(Cl)c(Cl)cc2Cl)CS3)c(Cl)cc1Cl	159	104	310	86	116	93	104	100
CO/N=C(\c1ccccc1)c1oc2ccc(N)cc2c1C	97	105	.	100	76	93	111	98
O=C(O)c1cc(-c2cccc3ccccc23)nc2ccccc12	106	101	101	109	101	86	107	99
CC1(COc2ccc3ncc(C#Cc4cncc(C(=O)Nc5ccc(C#N)c(C(F)(F)F)c5)c4)n3n2)COC1	106	106	110	97	114	.	104	113
Cc1cc(-c2ccccc2)[nH]c1-c1nccc2ccccc12	46	67	78	102	68	62	75	42
